Source: PubChem BioAssay (Sanford-Burnham Center for Chemical Genomics)
ATG4B inh: inhibitors of human ATG4B cysteine protease; Q9Y4P1; ATG4B cleavage of LC3-PLA2, NBD-HPC fluorescence, 1 h; inhibition, % at 8.33 µM; actives 0.51% (n = 340,000); in the data active = inhibition above about 40%
EBI2 block: EBI2 (human) antagonism. P32249. EBI2 beta-arrestin recruitment, luminescence, 7a,25-OHC stimulated. inhibition, % at 5 µM. actives 0.81% (n = 360,000). AID 651636; in the data active = inhibition above about 38%;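 also: enzyme fragment complementation signal reports receptor beta-arrestin coupling in cells; 0% = agonist plus DMSO wells and 100% = wells without agonist; some results beyond the cut were filed as inactive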
Target sequence (P32249 whole entry, looked up, the tested form may be a part): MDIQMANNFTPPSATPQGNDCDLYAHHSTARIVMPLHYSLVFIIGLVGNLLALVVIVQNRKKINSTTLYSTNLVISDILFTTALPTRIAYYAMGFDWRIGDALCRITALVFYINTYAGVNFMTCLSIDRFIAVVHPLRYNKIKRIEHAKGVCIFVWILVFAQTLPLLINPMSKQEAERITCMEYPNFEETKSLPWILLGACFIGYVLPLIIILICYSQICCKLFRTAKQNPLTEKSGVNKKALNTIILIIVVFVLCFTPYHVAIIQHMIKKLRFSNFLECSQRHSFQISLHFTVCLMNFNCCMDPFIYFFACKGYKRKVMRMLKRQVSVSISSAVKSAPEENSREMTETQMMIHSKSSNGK
CCR6 antagonist: CCR6 (human) receptor antagonism; actives 0.49% (n = 340,000); inhibition, % at 20 µM; P51684; CHO-K1 CCR6 PathHunter beta-arrestin, luminescence, CCL20-stimulated;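 active = compounds whose inhibition of the agonist-driven luminescence signal at 20 µM reaches about 50%, limit read from the data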;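 also: cells stimulated with CCL20 at 14 nM final; plate controls were DMSO with CCL20 for no effect and DMSO without agonist for full effect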
APJ agonist: APJ receptor agonism; CHO-K1 APJ PathHunter beta-arrestin, luminescence; 0% DMSO wells, 100% apelin; P35414; AID 2520; activation, % at 20 µM; actives 0.11% (n = 330,000);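 active = activation more than six SD over the plate average, tested at 20 µM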;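 also: 0% = DMSO alone and 100% = apelin-13 at 10 nM; some results filed as inactive read as strong as hits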
Target sequence (P35414 whole entry, looked up): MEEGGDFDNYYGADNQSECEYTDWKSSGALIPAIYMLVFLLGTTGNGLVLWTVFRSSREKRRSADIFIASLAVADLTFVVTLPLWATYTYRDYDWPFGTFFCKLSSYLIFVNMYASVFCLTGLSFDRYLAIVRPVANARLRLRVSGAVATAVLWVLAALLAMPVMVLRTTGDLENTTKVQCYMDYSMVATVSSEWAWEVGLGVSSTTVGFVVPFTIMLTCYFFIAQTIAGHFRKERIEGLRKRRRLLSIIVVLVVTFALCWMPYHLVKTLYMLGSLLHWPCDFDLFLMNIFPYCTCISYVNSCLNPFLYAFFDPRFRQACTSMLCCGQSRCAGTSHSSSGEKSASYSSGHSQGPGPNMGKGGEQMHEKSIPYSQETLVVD
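Material: engineered CHO-K1 APJ arrestin reporter cells; amount: 1000 CHO-K1 reporter cells seeded per well; incubation: compound stimulation 90 min at 25 °C, detection 60 min; signal: luminescent beta-gal fragment complementation, chemiluminescent substrate; read-out basis: APJ agonist activity; controls: DMSO-only wells as negative, 10 nM Apelin-13 as positive control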
Gli-Sufu block: blocks Gli-Sufu signaling in a luciferase reporter | inhibition, % at 5 µM | actives 0.74% (n = 340,000) | Sufu-KO-LIGHT fibroblasts, Gli luciferase reporter luminescence;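 active = inhibition above about 55%, limit read from the data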;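 also: 0% = DMSO-treated cells and 100% = wells with medium but no cells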
UBC13 inh: inhibitors of human UBC13 polyubiquitin chain formation. P61088. TR-FRET. inhibition, % at 20 µM. actives 0.47% (n = 330,000); in the data active = inhibition above about 45%, passing the limit was not always enough
Target sequence (P61088 whole entry, looked up): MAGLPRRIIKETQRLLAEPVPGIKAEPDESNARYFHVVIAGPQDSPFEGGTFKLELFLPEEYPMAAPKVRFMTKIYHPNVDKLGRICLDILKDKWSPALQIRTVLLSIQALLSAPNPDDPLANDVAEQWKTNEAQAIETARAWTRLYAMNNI
APJ antag: antagonists of human APJ apelin receptor | P35414 | CHO-K1 APJ beta-arrestin complementation, luminescence | inhibition, % at 20 µM | actives 0.32% (n = 330,000);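 active = inhibition above about 40% at 20 µM, limit read from the data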;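 also: cells challenged with 10 nM apelin-13 agonist together with compound; plate controls were apelin-13 plus DMSO wells for no effect and DMSO wells lacking apelin-13 for full effect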
CXCR6 inh: inhibitors of human CXCR6 receptor; O00574; CHO-K1 PathHunter CXCR6 beta-arrestin, luminescence; inhibition, % at 20 µM; actives 0.36% (n = 360,000); AID 602244; in the data active = inhibition above about 34%, passing the limit was not always enough;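 also: antagonist mode with CXCL16 agonist at 10 nM final; 0% = 10 nM CXCL16 with DMSO and 100% = unstimulated wells without agonist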
Starred values were filed as active, the others as inactive; . = no result given.

SMILES	ATG4B inh	EBI2 block	CCR6 antagonist	APJ agonist	Gli-Sufu block	UBC13 inh	APJ antag	CXCR6 inh
CCN1CCN(C(=S)c2ccc(Cl)cc2)CC1	-12	-5	-1	-8	4	10	1	1
CC1CCN(S(=O)(=O)c2ccc(C(=O)OCc3ccc4c(c3)OCO4)cc2)CC1	6	1	-11	0	0	-12	-26	1
CC(C)C(=O)Nc1nnc(S(=O)(=O)N2CCCc3ccccc32)s1	1	-3	5	0	-6	-10	-91	-1
COC(=O)c1cc(NC(=O)Cc2ccccc2[N+](=O)[O-])cc(C(=O)OC)c1	-7	2	14	2	-1	1	-13	3
CCO[C@@H]1OC(C(=O)NCc2ccccc2)=C[C@H](C2CCCCC2)[C@H]1CCCO	4	7	20	-3	16	8	-1	4
CCc1nc(SCC(=O)Nc2cccc3ccccc23)[nH]c(=O)c1C	-10	1	3	-1	-6	-6	-1	2
CCc1cc(C(=O)c2ccc(OC)cc2)c(NC(=O)CN2CCN(C)CC2)s1	-3	4	14	-1	7	11	8	8
COc1ccc(C(=O)NCC(=O)OCC(=O)Nc2sccc2C#N)cc1OC	-12	-16	0	-3	-14	-10	10	-4
CSc1nc2ccccc2c(=O)n1C1CCOC(C)(C)C1 (centres undefined)	1	5	7	-3	12	6	7	9
COc1cc(OC)cc(C(=O)NNC(=O)CCC(=O)c2cc(C)sc2C)c1	-4	-2	4	1	-2	1	6	-1
COc1ccc(NC(=O)c2[nH]c(C)c(C(C)=O)c2C)cc1S(=O)(=O)N1CCOCC1	-17	-4	3	0	7	1	-5	2
O=C(Oc1ccc2c(=O)c(Oc3ccc4ccccc4c3)coc2c1)c1cccnc1	6	-5	12	-1	4	18	10	-4
CN1CCN(C(=O)CCNC(=O)Cn2cnc3ccccc3c2=O)CC1	-4	-11	-12	2	4	6	-2	-1
Cc1ccc2nc(-c3ccccc3)cc(C(=O)NCCCn3ccnc3)c2c1	-12	2	1	-1	-4	7	4	-13
Cc1cc(C(=O)Nn2cnnc2)cs1	12	-4	-4	-4	39	15	10	-4
Cc1ccc(NC(=O)CN(C)C(=O)CSc2nnc(C)s2)cc1	-8	-10	0	-1	1	-11	5	-2
c1coc(-c2nnc3sc(C4CCCCC4)nn23)c1	-3	-19	12	0	1	-8	4	5
CCOc1ccccc1OCCCC(=O)OCC(=O)Nc1cccc(Cl)c1	3	-3	12	3	13	7	8	-11
COc1ccc(CSCC(=O)Nc2ccc(S(=O)(=O)N3CCCCCC3)cc2)cc1	-12	12	16	4	-1	-1	-2	-6
O=C1N/C(=N/N=C/c2ccc(O)cc2)SC1Cc1ccccc1 (centres undefined)	10	4	4	-7	11	3	4	-6
CCc1ccc(C(=O)NNc2ccc(F)cc2F)cc1	-4	5	2	-3	-6	0	2	4
O=C(CCC1CCCN(C(=O)C2=CCCC2)C1)N1CCN(c2ccccn2)CC1 (centres undefined)	13	-1	13	-1	0	8	8	13
O=C(NCc1ccccc1)c1cc(S(=O)(=O)N2CCCCC2)ccc1N1CCOCC1	5	-2	10	-4	27	0	10	-2
Cc1ccc(Oc2ccc(Cl)cc2N)cc1	18	12	5	2	-32	2	-1	-3
O=C(O)c1cncc(C#CCC2CCCCC2)c1	-1	-2	3	-1	-16	0	-22	-9

The closing 2 records of the section above come first, to join the parts:
SMILES	ATG4B inh	EBI2 block	CCR6 antagonist	APJ agonist	Gli-Sufu block	UBC13 inh	APJ antag	CXCR6 inh
Cc1ccc(Oc2ccc(Cl)cc2N)cc1	18	12	5	2	-32	2	-1	-3
O=C(O)c1cncc(C#CCC2CCCCC2)c1	-1	-2	3	-1	-16	0	-22	-9
CN(C)C(=O)c1ccccc1NC(=O)Cc1cccc2ccccc12	4	-16	11	-3	40	2	-13	-9
O=C(NCc1ccccc1)c1ccc(NC(=O)C2CCCC2)cc1	-3	13	-3	.	2	.	.	-2
O=C(c1cnc2sccn2c1=O)N(Cc1ccccc1)c1ccccn1	-2	-4	-7	-3	-11	-8	9	3
O=[N+]([O-])c1cccc(S(=O)(=O)N2CCN(S(=O)(=O)N3CCCCCC3)CC2)c1	-8	-15	2	1	16	0	4	-10
COc1ccc(N2C(=O)C(CC(=O)O)S/C2=N\N=C\c2cccs2)cc1 (centres undefined)	3	-5	1	-1	-6	-9	12	10
CCOC(=O)N/N=C/c1cc(C)n(-c2cccc3ccccc23)c1C	24	1	17	-1	0	8	-23	0
CCOC(=O)c1ccc(NC(=O)CNS(=O)(=O)c2ccccc2)cc1	-4	10	5	-1	-2	-3	-1	3
CS(=O)(=O)c1ccc2nc(NC(NC(=O)c3ccco3)(C(F)(F)F)C(F)(F)F)sc2c1	-3	-2	-13	2	7	-4	2	-7
CCCS(=O)(=O)N1CCC(C(=O)NCCCOC)CC1	-6	-10	-8	2	-5	0	10	-12
CN1CCN(c2ccc(CNS(=O)(=O)c3cccc(F)c3)cc2)CC1	-8	-8	2	-1	2	4	12	-4
CCc1nc(N2CCC(C)CC2)c2oc3ccccc3c2n1	57*	10	15	-4	9	10	-2	-3
COc1ccc(N2CCN(C(=O)c3ccc(S(=O)(=O)N4CCCCCC4)cc3)CC2)cc1	7	34	4	6	-3	-6	18	1
Cc1cc(NC(=O)COC(=O)c2ccccc2NCCO)no1	-3	4	3	-2	-3	23	3	0
Cc1[nH]c2ccccc2c1/C=N/NC(=O)CNC(=O)Cc1ccccc1	-7	-6	-2	-2	-7	-8	1	-5
COc1ccc(N(CC(=O)NCc2ccccc2Cl)S(=O)(=O)c2c(C)n[nH]c2C)cc1	0	0	-6	-1	-4	6	-6	-4
O=C(O)c1ccccc1CSc1nc2ccccc2n1Cc1ccccc1C(=O)O	1	0	8	-2	-3	4	3	5
CC(=O)N(O)CCCCCNC(=O)CCC(=O)N(O)CCCCCNC(=O)CCC(=O)N(O)CCCCCNC(=O)CCC(=O)O	-9	-8	-6	.	1	.	.	-7
CCNC(=O)CSc1nnc(-c2ccccc2)n1-c1ccc(OCC)cc1	9	-7	14	-3	3	10	-3	1
COc1ccc(CC2=CC(=O)c3ccccc3C2=O)cc1	0	23	38	5	5	-27	20	41*
C=CC[C@H](CC(=O)N[C@H](CO)Cc1ccccc1)C(=O)N[C@@H](COC(=O)[C@@H](CC=C)CC(=O)OC(C)(C)C)Cc1c[nH]c2ccccc12	-4	25	-3	-4	0	20	-8	2
COC(=O)c1ccc(NC(=S)NCCc2ccccc2C)cc1	3	-3	16	-3	0	20	-11	-13
O=C(NC(NC(=S)Nc1ccccc1)C(Cl)(Cl)Cl)c1cccc(Cl)c1 (centres undefined)	-7	-3	28	8	4	-5	-1	4
CC(C)c1ccccc1NC(=O)COC(=O)C1(C)CC1(Cl)Cl (centres undefined)	-22	-7	-1	-1	24	-3	6	-4
NS(=O)(=O)c1ccc(CCNC(=O)NC2(C(F)(F)F)Oc3ccccc3O2)cc1	-7	-4	-17	3	29	-4	2	-12
O=C(Nc1ccccc1Cl)c1ccc(-c2ccccn2)s1	7	-9	12	-4	-68	11	18	-2

Just CCR6 antagonist and APJ agonist, for 6 of the compounds above:
| structure | CCR6 antagonist | APJ agonist |
| --- | --- | --- |
| CCCS(=O)(=O)N1CCC(C(=O)NCCCOC)CC1 | -8 | 2 |
| CN1CCN(c2ccc(CNS(=O)(=O)c3cccc(F)c3)cc2)CC1 | 2 | -1 |
| CCc1nc(N2CCC(C)CC2)c2oc3ccccc3c2n1 | 15 | -4 |
| COc1ccc(N2CCN(C(=O)c3ccc(S(=O)(=O)N4CCCCCC4)cc3)CC2)cc1 | 4 | 6 |
| Cc1cc(NC(=O)COC(=O)c2ccccc2NCCO)no1 | 3 | -2 |
| Cc1[nH]c2ccccc2c1/C=N/NC(=O)CNC(=O)Cc1ccccc1 | -2 | -2 |

Looked up above:
CCOC(=O)c1ccc(NC(=O)CNS(=O)(=O)c2ccccc2)cc1 in CCR6 antagonist is entered as 5
C=CC[C@H](CC(=O)N[C@H](CO)Cc1ccccc1)C(=O)N[C@@H](COC(=O)[C@@H](CC=C)CC(=O)OC(C)(C)C)Cc1c[nH]c2ccccc12 in CXCR6 inh is entered as 2
O=C(NCc1ccccc1)c1ccc(NC(=O)C2CCCC2)cc1 in CXCR6 inh is entered as -2
CC(C)c1ccccc1NC(=O)COC(=O)C1(C)CC1(Cl)Cl (centres undefined) in UBC13 inh is entered as -3

Additional entries.
SMILES	ATG4B inh	EBI2 block	CCR6 antagonist	APJ agonist	Gli-Sufu block	UBC13 inh	APJ antag	CXCR6 inh
Cc1cccc(NC(=O)CN(C)CC(=O)NC(c2ccccc2)c2ccccc2)c1C	-13	19	20	-5	4	10	5	3
Cc1cc(C)n(C(=O)c2ccc(C)c(S(=O)(=O)N3CCOCC3)c2)n1	-6	-3	-14	-2	-5	1	8	-3
Cc1cc(NS(=O)(=O)c2ccc(NC(=S)NC(=O)c3ccc(F)cc3Cl)cc2)no1	3	2	43	-3	10	-5	13	20
CC(C)CCNC(=O)C12CN(Cc3ccccc3)CC1C(c1ccc([N+](=O)[O-])cc1)=NO2 (centres undefined)	2	-5	4	1	7	3	-2	-4
COc1cc2c(cc1OC)CN(C(=O)c1cc(S(=O)(=O)N3CCOCC3)ccc1C)CC2	1	-12	11	-3	2	-4	-2	3
Cc1cc(=O)n2nc(N3CCC(C(=O)NCc4ccc(Cl)cc4)CC3)sc2n1	-6	0	1	-4	-5	8	-11	-13
O=C(Nc1nnc(-c2ccco2)o1)c1cccc(Cl)c1	5	-2	11	-2	9	-25	11	7
CSc1nc(C)c(Cc2ccccc2)c(=O)[nH]1	-11	0	4	-1	-24	4	8	10
S=c1[nH]nc(-c2ccc(Cl)cc2Cl)n1-c1ccc2c(c1)OCCO2	-6	2	4	0	2	-3	18	-7
CCOC(=O)C1CCN(CC(O)COCc2ccc3c(c2)OCO3)CC1 (centres undefined)	2	-14	-2	-4	5	-6	2	4
Cc1ccc(/C(N)=N/OC(=O)COc2ccc(Cl)c(C)c2)cc1	0	-8	-14	0	-6	1	12	-7
O=C(c1sc2ccccc2c1Cl)N(Cc1ccccc1Cl)C1CCS(=O)(=O)C1 (centres undefined)	-14	14	8	2	5	0	10	10
COc1ccc(CN(CC(=O)NC2CCCC2)C(=O)c2onc(C(N)=O)c2N)cc1	4	-6	-5	4	-1	5	1	-4
CC(=O)c1ccc(NC(=O)C2CCC(C)NC2=O)cc1 (centres undefined)	5	-6	26	-3	2	1	17	-21
O=C(NCc1ccco1)c1cccc(NS(=O)(=O)c2ccccc2F)c1	-2	-6	1	2	-2	1	-7	-7
CCOC(=O)N1CCC(NC(=O)C2CCN(c3nc(-c4ccc(OC)cc4)no3)CC2)CC1	1	-5	12	-2	23	7	6	-4

CXCR6 inh, entries above that show a hit.
mol,ATG4B inh,EBI2 block,CCR6 antagonist,UBC13 inh,APJ antag,CXCR6 inh
COc1ccc(CC2=CC(=O)c3ccccc3C2=O)cc1,0,23,38,-27,20,41*
